TRHR agonist – agonists of human TRH receptor | activation, % at 2 µM | TRHR cells, calcium flux fluo-8, FDSS agonist mode | 360,000 compounds, 0.18% hits | AID 493084; note: 0% is about no effect
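In this calcium-flux screen, cells bearing human TRHR are dye-loaded with fluo-8, baselined for 10 cycles, then exposed to library compounds; positive kinetic calcium responses during the agonist phase mark hits, with TRH as control.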
D2 PAM – D2 dopamine receptor (human) potentiation. P14416. HEK293 T-REx D2, calcium flux, EC20 dopamine potentiation. potentiation, % at 10 µM. 340,000 compounds, 0.34% hits;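 active = potentiation over 3 SD above the plate norm, cut at about 30% in these data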; note: 0% is about no effect
Target sequence (P14416 whole entry, looked up): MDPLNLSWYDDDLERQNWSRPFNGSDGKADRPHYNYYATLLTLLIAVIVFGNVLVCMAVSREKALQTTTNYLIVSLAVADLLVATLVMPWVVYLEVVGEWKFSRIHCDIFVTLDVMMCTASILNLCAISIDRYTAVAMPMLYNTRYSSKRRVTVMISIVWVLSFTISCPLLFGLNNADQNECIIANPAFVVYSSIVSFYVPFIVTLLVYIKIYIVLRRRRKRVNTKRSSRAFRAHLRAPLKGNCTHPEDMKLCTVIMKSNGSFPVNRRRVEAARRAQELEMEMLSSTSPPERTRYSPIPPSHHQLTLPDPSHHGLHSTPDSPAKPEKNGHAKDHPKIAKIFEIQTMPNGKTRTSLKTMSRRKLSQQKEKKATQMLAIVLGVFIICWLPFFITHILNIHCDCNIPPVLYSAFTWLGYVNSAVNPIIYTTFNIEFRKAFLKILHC
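Cells plated with tetracycline inducer and held overnight at 30 C; calcium dye loaded 30–90 min at room temperature; baseline taken, compound added and read 180 s; EC20 dopamine then added and read 180 s.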
D1 antag – blocks dopamine activation of the human D1 receptor; activity change, negative = inhibition, % at 10 µM; AID 504652; HEK293 TREx D1 cells, calcium flux, dopamine EC80; stronger effect = lower value; 360,000 compounds, 3.2% hits; P21728; in the data active = activity change below about -30%; note: % is set by controls: 0 for no effect and ±100 for the full control effect
Target sequence (P21728 whole entry, looked up): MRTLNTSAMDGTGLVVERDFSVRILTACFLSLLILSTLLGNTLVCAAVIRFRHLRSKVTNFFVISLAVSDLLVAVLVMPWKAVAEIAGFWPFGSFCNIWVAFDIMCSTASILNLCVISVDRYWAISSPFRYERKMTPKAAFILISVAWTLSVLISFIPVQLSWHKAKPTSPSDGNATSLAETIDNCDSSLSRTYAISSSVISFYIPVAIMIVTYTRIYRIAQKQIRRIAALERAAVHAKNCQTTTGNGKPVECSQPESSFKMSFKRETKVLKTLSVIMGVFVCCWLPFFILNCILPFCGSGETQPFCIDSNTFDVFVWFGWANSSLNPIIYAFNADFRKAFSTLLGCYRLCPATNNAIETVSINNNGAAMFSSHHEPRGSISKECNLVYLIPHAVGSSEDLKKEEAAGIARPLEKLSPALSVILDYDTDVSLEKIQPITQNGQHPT
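Tetracycline-induced HEK293 T-REx cells with force-coupled D1 receptor were loaded with a no-wash calcium dye. Compound was added after a 10 s baseline and read kinetically for 180 s; EC80 dopamine was then added and calcium flux followed another 180 s.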
D2 antagonist – D2 dopamine receptor (human) antagonism. AID 485344. 340,000 compounds, 2% hits. inhibition, % at 10 µM. HEK293 TREx D2 cells, calcium flux, dopamine EC80. P14416; in the data active = inhibition above about 30%; note: 0% is about no effect
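HEK293 T-REx D2 cells, tet-induced, calcium dye no-wash. Cpd pintool add, 180 s kinetic, then EC80 DA, 180 s kinetic. Ca flux read.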
D1 ag – human D1 receptor agonism | P21728 | HEK293 T-REx D1 cells, calcium flux, agonist mode | activation, % at 2 µM | 360,000 compounds, 1% hits; note: 0% is about no effect
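Agonism was scored from calcium flux recorded over 180 s (1 read/s) after pintool compound addition, following a 10-cycle baseline. Cells were inducible force-coupled HEK293 TREx D1, plated overnight at 30 C and loaded with no-wash calcium dye.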
TRHR PAM – allosterically enhances the human TRH receptor; TRHR cells, fluo-8 calcium fluorescence, EC20 TRH enhancement; enhancement, % at 2 µM; 360,000 compounds, 0.66% hits; AID 493056; in the data active = enhancement above about 30%; note: 0% is about no effect
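Enhancer read-out: after compound pinning and an initial kinetic agonist-mode read, an EC20 of TRH (10 nM final) was injected and fluo-8 calcium signal (Ex 480/Em 530) followed at 1 s/cycle for 100 cycles in TRHR-expressing cells.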
D2 agonist – D2 dopamine receptor (human) agonism | HEK293 T-REx D2 cells, calcium flux agonist mode | 340,000 compounds, 0.53% hits | activation, % at 2 µM;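 active = activation over 3 SD above normal in the single-dose calcium agonist read, cut at about 30% in these data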; note: 0% is about no effect
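Calcium-flux readout, 1 cycle/sec over 180 s following compound pin transfer, in inducible HEK293 Trex D2 cells (force-coupled); dopamine controls included. Positive calcium responses during this window marked compounds as potential agonists.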
D1 PAM – potentiators of human D1 dopamine receptor; HEK293 TREx D1 cells, calcium flux, dopamine EC20 potentiation; potentiation, % at 10 µM; 360,000 compounds, 0.036% hits; in the data active = potentiation above about 30%; note: 0% is about no effect
RXFP1 antag – antagonists of human relaxin receptor RXFP1; 350,000 compounds, 0.59% hits; activity change, negative = inhibition, % at 57.5 µM; Q9HBX9; HEK293-RXFP1, relaxin-stimulated cAMP HTRF, 30 min; stronger effect = lower value;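 active = activity change of -60% or lower, but not beyond a set lower limit; inconclusive = change between -60% and -40%, or beyond the set limit; inactive = change above -40%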; note: % is set by controls: 0 for no effect and ±100 for the full control effect
The depositor's hits bear a star; u = inconclusive; x = not tested or not shown; & = joins results of further samples. Cut-off read from the data, not from the text of the source, unless noted: active = activation above about 30%; inactive = the rest. Outcome played no part in choosing rows. About 7.3% of those tested had a hit in this group.

SMILES	TRHR agonist	D2 PAM	D1 antag	D2 antagonist	D1 ag	TRHR PAM	D2 agonist	D1 PAM	RXFP1 antag
CCOc1ccc(NC(=S)N2CCN(CCN3C(=O)c4cccc5cccc(c45)C3=O)CC2)cc1	-0.9	15	-3	-20	0	6	1.3	-1	-2
O=C(c1cn(-c2ccccc2)nc1-c1cccnc1)N1CCN(S(=O)(=O)c2cccc(F)c2)CC1	-0.1	-10	-17	15	2	-1	0.3	-6	1
CC(C(=O)NCc1ccccc1)N1Cc2ccccc2C1=O (configuration not stated)	0.0	-4	10	x	-2	11	x	3	-6
CCOC(=O)c1cnc2c(c(C3CC3)nn2C)c1N1CCOCC1	0.2	-3	-1	3	0	3	-0.5	1	-8
Cc1cc(/C=N/NC(=O)c2cccnc2)c(C)n1CC(C)C	0.3	-1	x	-5	1	-1	0.6	0	-8
CCOc1ccc2[nH]cc(C(=O)NCc3ccccc3)c(=O)c2c1	-0.8	-32	15	15	1	4	-0.2	2	-3
CCc1c(C(=O)Nc2ccc(S(=O)(=O)N3CCOCC3)cc2)csc1C	-0.4	0	-7	17	6	-7	-0.9	4	-1
COc1ccc(S(=O)(=O)Nc2ccccc2SC)cc1C	0.1	3	5	14	5	1	-1.1	-9	7
CC(=O)c1cc(-c2ccccc2)n(CC(=O)NC2CCCC2)c1C	-0.4	9	-3	29	1	-4	0.7	4	5
CNC(=S)NNC(=O)Cc1ccc(O)cc1	-2.2	x	-20	x	1	-13	x	-1	x
Cc1nnc(N2CCC(C(=O)NC3CCC(C)CC3)CC2)c2nn(-c3ccc(Cl)cc3)c(C)c12 (configuration not stated)	0.2&-0.8	-6&1	11&3	-4	4&3	1&-1	-0.6&-0.3	1&-1	-3&-7
CCOc1ccc2nc(Nc3nc4ccc(NC(C)=O)cc4s3)sc2c1	0.0	-24	-3	-9	0	10	-0.3	-1	-27
Cc1ccc(C(=O)Nc2ccc(F)cc2)cc1NC1=NC2CS(=O)(=O)CC2S1 (configuration not stated)	0.1	-1	19	-18	0	4	-0.8	0	x
CC(=O)c1c(C)[nH]c(C(=O)OCC(=O)Nc2nnc(-c3ccccc3)o2)c1C	-0.3	-2	-9	35*	4	0	0.5	-1	-1
CC(=O)CC[C@@H](C)O[C@@H]1OC(C)[C@H](O)CC1O (some centres not stated)	0.1	14	-18	4	1	-5	0.1	-5	x
COC(=O)CNC(=O)c1ccccc1F	-0.2	-5	23	13	2	-7	1.6	0	14
Cc1c(Cl)cccc1NC(=O)CCN1C(=O)C2CC=CCC2C1=O (configuration not stated)	-0.1	-6	-9	4	3	-7	-1.3	-9	1
O=C(O)CCCC(=O)Nc1ccccc1C(=O)O	0.7	11	-13	-20	2	2	0.0	-6	19
COc1cccc(CN2CCSCC2)c1OC	0.4	-7	0	2	-3	5	-0.2	-2	15
Cc1ccc(C2CC(c3ccc(F)cc3)Nc3nc(N)nn32)cc1 (configuration not stated)	1.0	4	22	-7	2	-1	8.6	2	-14
COc1ccc(C(=O)N(CN2CCCC2=O)c2ccccc2OC)cc1OC	0.3	-6	4	-6	8	-2	-0.1	16	-5
Cc1nn(CC2CC2)c(=O)n1N(C)c1ncc(C(F)(F)F)cc1Cl	-0.3	-2	x	-1	0	0	0.9	-6	-15
CCc1nnc(SCC(=O)NC2CCCC2)nc1CC	-0.3	19	-10	-12	0	4	1.0	0	9
O=C(Nc1ccc(F)cc1)c1cccc(N2CCCS2(=O)=O)c1	-0.3	-1	-23	x	6	-2	-1.3	-2	-13
CC(C)(C)Cc1nnc(NS(=O)(=O)Cc2ccccc2)s1	-0.6	3	-8	5	2	4	0.3	2	0
COc1cccc(-n2c(COc3ccccc3C)nnc2SCC(=O)O)c1	-0.6	8	-32*	17	0	3	0.1	-4	4
CCOc1cc(/C=N/NC(=O)CNc2cccc(C)c2)ccc1OC(=O)c1ccccc1	3.0	4	19	-9	10	-12	2.4	-2	-6
COc1ccccc1Cn1c(C2CC(=O)N(c3ccccc3OC)C2)nc2ccccc21 (configuration not stated)	-0.2	-1	19	x	-1	-6	6.0	-3	x
c1ccc(CSc2ncnc3ccccc23)cc1	-0.5	-2	x	2	1	2	-0.6	-6	-30
O=C(COC(=O)C12CC3CC(CC(C3)C1)C2)Nc1ncc(Cl)cc1Cl	-0.2	-5	23	0	-3	1	-0.4	6	-5
COCCCN(C(=O)CCSc1ccc(F)cc1)c1c(N)n(Cc2ccccc2)c(=O)[nH]c1=O	0.1	1	0	-19	0	-3	0.3	-5	-2
Cc1ccc(CNC(=O)CCNS(=O)(=O)c2cccc3nonc23)cc1	0.0	-11	-1	-13	-2	0	0.0	-5	13
CCOC(=O)c1ccc(NC(=S)N2CCSC2c2ccc(Cl)cc2)cc1 (configuration not stated)	5.0	3	-12	0	31*	0	24	-8	-8
CCOC(=O)N1CCN(C(=O)CN2C(=O)COc3ccc(S(=O)(=O)N4CCOCC4)cc32)CC1	1.1	-2	2	9	2	-2	0.5	0	2
Nc1nc(SCC(=O)N2CCOCC2)[nH]c(=O)c1-c1ccccc1	0.6	-3	7	15	3	65*	2.9	-1	-6
COc1ccc(-n2c(O)c(/C=N/NS(=O)(=O)c3ccc(C)c([N+](=O)[O-])c3)c3ccccc3c2=O)cc1OC	1.2	5	2	-27	0	2	1.4	5	1
COc1ccc(N=C(C)c2sc3ccccc3c2O)cc1	16	-8	2	-14	29	0	12	-7	-14
O=C(NCCC1CCCCN1S(=O)(=O)c1ccccc1)C(=O)Nc1ccc(F)cc1F (configuration not stated)	-0.3	-2	-14	7	4	-7	0.3	-5	8
CSc1nc2sc3c(c2c(=O)n1-c1ccc(F)c(Cl)c1)CCN(C(C)=O)C3	-0.3	1	12	x	-1	1	-1.0	2	x
C/C(Cl)=C/CN1C(=O)C2C3C=CC(C3)C2C1=O (configuration not stated)	0.1	0	2	-1	3	1	0.1	-2	6
O=C(O)c1cccc(NS(=O)(=O)c2ccc(C3CCCCC3)cc2)c1	-0.1	-1	38	-14	15	4	0.0	12	-33
CCOC(=O)c1cnn(-c2ccccn2)c1N	-0.6	3	-29	-14	1	2	0.8	6	-7
Cc1cc(Nc2ccccc2)n(-c2ccccc2)n1	0.2	-9	-2	12	-1	0	-2.1	-1	-4
O=C(Nc1c(Cl)cc(Cl)cc1-c1nc2ccccc2s1)c1ccc(Br)o1	0.0	x	-15	x	3	-9	x	0	8
Cc1cc(=O)oc2c3c(cc(OCC(=O)N4CCC[C@H]4C(=O)O)c12)OC(C)(C)CC3	0.1	2	6	-5	1	-9	0.0	1	x
NC(=S)Cc1ccc(Cl)cc1Cl	-0.7	5	2	-12	3	-2	0.0	-7	-1
COc1ccc(S(=O)(=O)N2CCC3(CC2)OCCN3S(=O)(=O)c2ccc(C)cc2)cc1OC	1.3	3	-3	-11	7	-2	2.2	-8	-18
Cc1cc(C)c(S(C)(=O)=O)c(Oc2cccc(Cl)c2)n1	-1.0	-2	1	0	2	-4	-0.9	-3	3
CN(C)CCn1c2c(c(SCC(=O)Nc3ccccc3)nc1=O)CCCC2	0.3	-9	18	4	-1	0	-0.8	-2	3
O=S(=O)(c1cnc[nH]1)N1CCN(c2ccc(F)cc2)CC1	1.4	12	4	5	4	9	-0.5	-3	12
Fc1ccc(CN2CCN(c3ncnc4scc(-c5ccc(F)cc5)c34)CC2)cc1	-0.1	13	3	23	4	3	2.3	7	-68*
Cc1cccc(CC2CC(=O)N(c3ccc([N+](=O)[O-])cc3)C2=O)c1 (configuration not stated)	-0.4	-12	2	-10	0	-1	1.3	-2	-1
CN1CCN(c2ccc([N+](=O)[O-])cc2C(=O)c2ccc(Br)cc2)CC1	1.7	-16	4	-12	5	0	0.8	-7	-2
Cc1csc2nc(CCNS(=O)(=O)c3ccccc3)cn12	0.1	9	19	x	1	-6	1.4	1	3
CC(OC(=O)c1cc(S(=O)(=O)N2CCOCC2)ccc1F)C(=O)NC1CCCC1 (configuration not stated)	0.5	x	-14	x	0	2	x	10	7
CCCCc1c(O)nc(SCC(=O)c2ccccc2)[nH]c1=O	-1.7	7	0	-6	2	-7	-0.5	-1	3
CCOc1ccc(-n2c(=O)c3c(C)c(C(=O)N(C)C)sc3n(CC(=O)Nc3ccccc3F)c2=O)cc1	0.0	5	10	5	4	-1	-0.6	0	-16
Cc1ccc(NC(=O)Cc2nc(CN(C)CC(=O)Nc3ccc(C)cc3)cs2)cc1	-0.8	14	-1	7	0	2	-0.8	3	2
Cc1ccc(C(c2nnnn2C2CCCC2)N2c3ccccc3CC2C)cc1 (configuration not stated)	0.0	9	5	-6	2	-2	-1.6	-3	-3
O=C(Nc1nccs1)c1cccc(NC(=O)C2CC2)c1	0.2	-4	4	-9	4	-2	-0.3	8	-8
The listing continues.
SMILES	TRHR agonist	D2 PAM	D1 antag	D2 antagonist	D1 ag	TRHR PAM	D2 agonist	D1 PAM	RXFP1 antag
CCN(CC)S(=O)(=O)c1cccc(NC(=O)COC(=O)CCc2nc3ccccc3s2)c1	-0.3	6	-10	19	12	-2	-0.5	-2	-4
Cc1ccc(C(=O)N2NC(c3ccc(F)cc3)C3C(=O)N(c4ccc(C)c(C)c4)C(=O)C32)cc1 (configuration not stated)	-0.6	10	4	-12	-5	2	0.3	7	x
Cc1ccc(S(=O)(=O)CCC(=O)c2cccc([N+](=O)[O-])c2)cc1	-0.6	x	-32*	x	4	-3	x	-12	u
COc1ccc(C2CC(c3c(-c4ccccc4)c4cc(Cl)ccc4[nH]c3=O)=NN2C(=O)CCC(=O)O)cc1 (configuration not stated)	-0.3	1	4	-9	3	-2	0.0	-1	-16
Cc1ccc(NC(=O)COc2ccc3oc4c(c3c2)CCCC4)c(C)c1	0.0	7	0	x	3	6	0.2	-2	x
COc1ccc(-c2nnc(OCc3ccccc3)c3ccccc23)cc1	-1.0	-5	-21	7	9	-8	-0.5	-8	u
Cc1ccc(-n2nc3c(=O)n(CC(=O)Nc4ccccc4F)nc(C)c3c2C)c(C)c1	-1.4	1	5	x	-2	0	0.1	-2	1
